# Source: PubChem
# Thrombin inh: human alpha-thrombin inhibitors, primary screen, counter-screen for coagulation protease inhibitor project, biochemical, 1536-well, fluorogenic AMC substrate | Prothrombin (Homo sapiens), P00734 | Boc-VPR-AMC fluorogenic substrate cleavage | inhibition, % at 5 µM | 0.26% of 220,000 active | AID 1046, 2008;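 active = inhibition at or above 40%; inactive = inhibition below 40%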;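 note: 0% = enzyme with no compound and 100% = wells without enzyme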
#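 Test system: human alpha-thrombin protein / Dosing: one concentration per compound, 5 µM, with 0.2% DMSO / Medium: pH 7.5 Tris-saline with Tween 20 / Benchmarks: no-compound enzyme wells and no-enzyme blanks / Read-out basis: percent inhibition of thrombin substrate cleavage / Timing: reaction at room temperature / Measured by: fluorescence, ex 355 nm, em 460 nm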
# Furin inhibitor: human furin inhibitors, primary screen, biochemical, fluorescence intensity | inhibition, % at 30 µM | purified furin, fluorogenic substrate cleavage | P09958 | AID 463115, 2010 | 0.061% of 220,000 active; in the data active = inhibition above about 25%; note: inactives centre near -15
# KLK5 inh: human KLK5 protease inhibitors, primary screen, biochemical, 1536-well | 0.59% of 210,000 active | AID 873, 2007 | recombinant hK5, fluorogenic AMC substrate cleavage | Kallikrein-5 (Homo sapiens), Q9Y337 | inhibition, % at 5 µM;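 active = inhibition of 40% or more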;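 note: 0% = enzyme controls without compound and 100% = no-enzyme blanks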
# FXIa inh: human FXIa protease inhibitors, primary screen, biochemical, 1536-well | purified FXIa, Boc-Glu-Ala-Arg-AMC fluorogenic substrate | Coagulation factor XI (Homo sapiens), P03951 | inhibition, % at 5 µM | 0.14% of 220,000 active;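 active = inhibition of at least 40%; inactive = inhibition below 40%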;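 note: fluorescence of freed AMC excited at 355 nm; 0% = enzyme without compound and 100% = no enzyme blank; many of its hits are not listed in these tables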
# Rad51 HR inh: human RAD51 strand exchange inhibitors, primary screen, biochemical, fluorescence; hRad51 DNA strand exchange, fluorescence dequenching; DNA repair protein RAD51 homolog 1 (Homo sapiens), Q06609; 0.085% of 200,000 active; inhibition, % at 10 µM;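 active = inhibition above 40% at the single screening dose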;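 note: 0% = DMSO control wells and 100% = blanks with heterologous ssDNA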
#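 Material: human Rad51–ssDNA filaments; Probe or stimulus: labelled 47-mer dsDNA for strand exchange; Doses: single 10 µM dose; Incubation: 37 °C 15-min filament assembly, 30-min compound preincubation, 15-min exchange; Technique: FRET fluorescence dequenching, excitation 485 nm, emission 520 nm; Measure: Fluorescence-based percent inhibition, control- and blank-normalised; Benchmarks: plate control and blank wells.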
# m-calpain inh: inhibitors of pig calpain II, primary screen, biochemical, fluorogenic peptide substrate, 1536-well | inhibition, % at 16 µM | AID 1236, 2008 | 0.37% of 220,000 active | purified calpain II, 30 min;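 active = inhibition above about 50%, limit read from the data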
# PERK inhibitor: block of dimerizer-induced PERK translation repression, primary screen, PERK inhibitor project, CHO PERK-DD cells, SEAP luminescence, HTS. inhibition, % at 5.6 µM. 0.17% of 220,000 active. CHO PERK-DD fusion, SEAP luminescence translation reporter. AID 1416, 2008;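 active = inhibition above the mean inhibition of all tested compounds plus 3 SD, set separately per screening campaign, cut at about 2.9% in these data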;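 note: PERK kinase domain activated by AP20187 dimerizer at 100 nM; 0% = DMSO with dimerizer and 100% = rapamycin at 8.4 µM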
# Target sequence (Q9NZJ5 whole entry, looked up, the tested form may be a part): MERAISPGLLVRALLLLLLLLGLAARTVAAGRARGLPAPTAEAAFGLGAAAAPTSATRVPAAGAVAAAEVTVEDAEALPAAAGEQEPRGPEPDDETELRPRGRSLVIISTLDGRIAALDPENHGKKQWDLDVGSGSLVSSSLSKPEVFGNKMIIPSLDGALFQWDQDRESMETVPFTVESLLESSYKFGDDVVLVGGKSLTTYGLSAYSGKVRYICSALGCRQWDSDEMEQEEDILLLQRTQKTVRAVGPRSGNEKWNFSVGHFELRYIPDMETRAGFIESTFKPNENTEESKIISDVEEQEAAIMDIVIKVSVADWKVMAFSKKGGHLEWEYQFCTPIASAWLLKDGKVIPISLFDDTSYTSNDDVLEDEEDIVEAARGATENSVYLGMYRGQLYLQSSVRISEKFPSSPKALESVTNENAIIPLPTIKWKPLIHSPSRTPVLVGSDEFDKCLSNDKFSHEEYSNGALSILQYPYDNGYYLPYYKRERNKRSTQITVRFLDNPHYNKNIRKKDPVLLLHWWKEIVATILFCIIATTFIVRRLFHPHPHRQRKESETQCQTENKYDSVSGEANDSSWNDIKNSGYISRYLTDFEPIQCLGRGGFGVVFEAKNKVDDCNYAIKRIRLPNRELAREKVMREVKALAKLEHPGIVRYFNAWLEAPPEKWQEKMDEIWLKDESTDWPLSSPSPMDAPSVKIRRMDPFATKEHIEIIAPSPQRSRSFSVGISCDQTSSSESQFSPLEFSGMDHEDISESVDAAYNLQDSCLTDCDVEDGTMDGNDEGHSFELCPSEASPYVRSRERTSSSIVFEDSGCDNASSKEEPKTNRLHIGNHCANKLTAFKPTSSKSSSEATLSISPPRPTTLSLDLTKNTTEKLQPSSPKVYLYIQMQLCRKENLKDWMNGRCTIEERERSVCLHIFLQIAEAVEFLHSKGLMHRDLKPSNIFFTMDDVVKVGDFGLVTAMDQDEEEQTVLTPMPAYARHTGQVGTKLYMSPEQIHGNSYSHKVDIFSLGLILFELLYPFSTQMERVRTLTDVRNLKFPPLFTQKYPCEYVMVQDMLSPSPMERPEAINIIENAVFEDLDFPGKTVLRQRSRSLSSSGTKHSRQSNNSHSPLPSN
# FXIIa inh 1536: human FXIIa protease inhibitors, primary screen, biochemical, 1536-well; Coagulation factor XII (Homo sapiens), P00748; purified FXIIa, Boc-QGR-AMC fluorogenic substrate, 2 h; inhibition, % at 5 µM; 0.3% of 220,000 active; AID 800, 2007; in the data active = inhibition above about 40%;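 note: 0% = enzyme with no compound and 100% = blank without enzyme; many of its hits are not listed in these tables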
# KCC2 mod: KCC2 cotransporter modulators, thallium flux, primary screen, cell-based, HEK293 KCC2, FluoZin-2 fluorescence, MLSMR; 2.2% of 190,000 active; Solute carrier family 12 member 5 (Homo sapiens), Q9H2X9; B-score of Tl+ flux slope (higher = more flux/activation; lower = inhibition) at 10 µM; KCC2 cells, thallium flux FluoZin-2 fluorescence; AID 1456, 2008;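 active = thallium flux slope and its plate-corrected score both differing from the plate sample mean at a set confidence after two filtering rounds, in either direction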;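 note: slope of fluorescence scaled to starting intensity during 10 to 20 s after thallium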
# Active calls of the source: *; x = not tested or not shown; [ ] = remark or other dose.
item	smiles	Thrombin inh	Furin inhibitor	KLK5 inh	FXIa inh	Rad51 HR inh
1	CCN1CCN(C(c2ccccc2F)c2nnnn2Cc2ccc3c(c2)OCO3)CC1 (stereo not drawn)	6	-11	-6	5	-7
2	O=C(CSCc1c(Cl)cccc1Cl)Nc1ccc2c(c1)OCCO2	0	-25	-7	7	x
3	Cc1ccc(OCC(=O)O/N=C(\N)Cc2ccc([N+](=O)[O-])cc2)cc1C	1	-22	4	5	x
4	COC(=O)c1ccc(C(=O)OC)c(NC(=O)C(C)(C)C)c1	-5	-10	4	-4	3
5	O=c1c2oc3ccccc3c2ncn1Cc1ccccc1F	3	-22	-11	5	-4
6	N#CC1=C(N)N(c2ncn[nH]2)C2=C(C(=O)CCC2)C1c1ccccc1 (stereo not drawn)	-14	-25	-1	3	3
7	COc1ccc(OCC(=O)NCCc2c[nH]c3ccccc23)cc1	3	-9	-2	-2	0
8	Cc1cccc(NC(=S)NCCSc2ccc(Cl)cc2)c1	-13	-20	1	-1	3
9	O=C(O)C1=C[C@@H](c2csc3ccccc23)C[C@@H](OCCCCO)O1	-5	-21	-1	-1	6
10	COc1cc(SC)ccc1C(=O)NCCN1CCOCC1	-9	-13	9	-5	7
11	Cc1c(C(=O)O)oc2c1C(=O)CC(C)(C)C2	-15	-17	-4	-5	3
12	O=[N+]([O-])c1cc(CN2CCN(c3ccccc3)CC2)c(O)c2ncccc12	6	14	6	1	4
13	O=C(NNC(=O)C1CCCO1)c1ccc(Br)cc1 (stereo not drawn)	-1	0	-4	11	8
14	CCN(CC)C(=O)CN(C#N)c1nc(C)cc(C)n1	9	-14	-2	13	34
15	COc1ccc(/C=C2\SC(=S)N(CC(=O)NCCO)C2=O)cc1	1	-7	7	2	x

item	m-calpain inh	PERK inhibitor	FXIIa inh 1536	KCC2 mod
1	3	-0.8	18	x
2	17	-0.4	14	-1.2
3	27	0.4	14	-0.52
4	-5	0.0	3	0.012
5	-10	-0.5	20	x
6	-19	0.6	7	-1.1
7	-19	0.6	3	-2.2
8	45	1.9	5	0.13
9	19	2.0	5	-1.4
10	-2	0.9	-2	-1.2
11	-16	0.6	6	0.011
12	-2	-1.5	7	0.62
13	21	1.4	11	0.0063
14	18	0.8	0	2.3
15	24	-0.3	15	0.041

# Following part
item	smiles	Thrombin inh	Furin inhibitor	KLK5 inh	FXIa inh	Rad51 HR inh
16	CCOC(=O)CCNC(=O)N1CCCC(C(=O)c2ccccc2SC)C1 (stereo not drawn)	0	-12	7	2	-6
17	CCOC(=O)/C=C1\SCC(=O)N1CC(=O)NC1CCCCC1	-5	-18	0	-4	-7
18	COc1ccc(/C=N/NC(=O)c2cc(-c3ccccc3OC)nc3ccccc23)cc1COC(C)=O	-5	-5[20 µM]	-9	1	2
19	CCC1CCC(C(=O)NC(C(=O)Nc2ccc3c(c2)OCCO3)C(C)C)CC1 (stereo not drawn)	4	-6[20 µM]	17	1	-14
20	COc1cccc(-n2nc(-c3ccnn3-c3ccccc3)c(=O)n(C)c2=O)c1	-3	-9[20 µM]	-4	2	-11
21	CCN(CC)C(=O)CSc1nc2ccccc2c(=O)n1-c1cccc(OC)c1	-12	-18	-31	-13	-4
22	O=C(CNC(=O)c1ccc(Br)cc1)OCc1cc([N+](=O)[O-])cc2c1OCOC2	2	-22	-3	-2	-8
23	Cc1ccc(-n2nnc3c(=O)oc4ccccc4c32)cc1	-6	-17	0	-8	4
24	Cc1ccc(N(CC(=O)N/N=C/c2cccc(Br)c2)S(C)(=O)=O)cc1	-9	-22	-17	-2	6
25	Cc1ccc(NC(=S)Nc2ccc(OC(F)F)c(Cl)c2)cc1F	-2	-23	-1	-1	-1
26	Cc1cccc(NC(=O)c2c(O)c3cccc4c3n(c2=O)CCC4)n1	4	-21	-22	2	-5
27	O=C(NCC1CCCO1)c1sc(=S)n2c1[nH]c(=O)c1ccc(C(=O)N3CCCCC3)cc12 (stereo not drawn)	4	-4	-13	9	-1
28	CC12CCCCC1N(O)C(=O)C(=O)N2O (stereo not drawn)	2	-19	-12	25	1
29	O=C(NC(Cc1ccccc1)C(=O)O)/C(=C\c1ccccc1F)NC(=O)c1ccccc1 (stereo not drawn)	-2	-26	-40	-3	-1
30	COc1cc(CO)cc(Br)c1OCC(=O)N1CCCCC1	-4	-13	-20	-1	-1

item	m-calpain inh	PERK inhibitor	FXIIa inh 1536	KCC2 mod
16	33	-0.9	14	-1.2
17	29	0.2	0	0.043
18	-301	-0.8	15	1.7
19	24	0.2	14	0.59
20	17	-1.0	22	x
21	18	-1.7	-3	-0.76
22	17	1.5	4	-0.064
23	-1	-0.3	4	-1
24	3	0.1	5	0.96
25	17	2.2	4	-0.56
26	-21	0.0	15	0.23
27	8	1.1	9	-1.1
28	1	1.2	23	0.046
29	5	1.6	5	0.57
30	-30	0.3	11	1.5

# Next part.
item	smiles	Thrombin inh	Furin inhibitor	KLK5 inh	FXIa inh	Rad51 HR inh
31	O=C(c1ccco1)N1CCN(C(c2cccs2)c2sc3ncnn3c2O)CC1 (stereo not drawn)	-5	-2	-2	-4	-4
32	O=C(Cn1nnc(-c2ccncc2)n1)NCCc1ccccc1	10	-21	48*	-2	0
33	CC(=O)N(c1cccc(C(F)(F)F)c1)c1nc(/C=C/C(=O)O)cs1	-6	-23	0	-2	40*
34	Cc1ccc(C)c(NC(=O)c2cc3c([nH]c4ccccc43)c(C)n2)c1	-2	-8[20 µM]	-4	-4	-3
35	CCc1ccc(NS(=O)(=O)c2ccc(OC)c(C)c2)cc1	3	-13[20 µM]	-6	6	3
36	COc1cc(/C=N/NC(=O)Cc2cccs2)c([N+](=O)[O-])cc1OC	0	-2	-14	9	-8
37	COc1ccc(N(C)S(=O)(=O)c2cccc3nsnc23)cc1	-9	-6	-1	-5	9
38	O=C(CCC1CCCCC1)N1CCN(Cc2ccc3c(c2)OCO3)CC1	2	-14[20 µM]	-9	7	7
39	Cc1nn(Cc2ccccc2)c(C)c1NC(=O)CSc1nc2sc3c(c2c(=O)n1C)CCC3	x	-20[20 µM]	x	x	2
40	COCCCNC(=O)/C=C/c1c(Cl)cccc1Cl	-6	-14	-23	-4	1
41	Cc1ccc(C)c(OCc2nnc(SCC(=O)NCc3ccc4c(c3)OCO4)o2)c1	-4	-21	-1	-1	-92
42	Cc1occc(=O)c1OCc1c(F)cccc1Cl	-4	-20	3	1	3
43	Cc1nn(-c2ccccc2)c(Cl)c1/C=N/Nc1ccc(Cl)c(C(=O)O)c1	-7	-29	-12	3	1
44	CN(C)/C=C1\C(=O)Nc2ccccc21	-1	-17[20 µM]	-6	-3	-4
45	O=C(Nc1ccc2[nH]c(=O)[nH]c2c1)c1cc(F)c(F)cc1Cl	0	-26	-1	-1	7

item	m-calpain inh	PERK inhibitor	FXIIa inh 1536	KCC2 mod
31	-29	2.0	8	0.12
32	-95	0.6	9	-0.063
33	-28	1.0	10	0.32
34	7	1.1	4	0.71
35	17	0.0	12	-1.7
36	-6	0.4	16	-1.4
37	-16	0.1	2	0.042
38	-10	0.8	22	0.64
39	x	-0.7	x	-1.2
40	-5	0.0	5	0.82
41	12	-0.7	9	-0.049
42	5	-0.5	10	0.058
43	9	0.8	6	-1.2
44	-11	0.4	3	x
45	-11	0.7	11	0.42

# Continuation.
item	smiles	Thrombin inh	Furin inhibitor	KLK5 inh	FXIa inh	Rad51 HR inh
46	CCOC(=O)c1c(-c2ccc(OC)cc2)csc1NC(=O)CSc1nnc(C)c(=O)[nH]1	-1	-12	-28	-10	7
47	O=C(CCS(=O)(=O)c1ccccc1)Nc1nc(-c2ccc(F)cc2)cs1	9	4	24	15	x
48	CN(C)CCCNC(=O)c1ccc(-c2ccccc2)cc1	6	-22	-1	1	7
49	Cn1cccc1C(=O)NS(=O)(=O)c1ccccc1Cl	0	-6[20 µM]	-4	-4	2
50	CCCCN(CC)S(=O)(=O)N1CCC(C(=O)NCc2ccc(F)cc2)CC1	-1	-20[20 µM]	5	-2	5
51	COC(=O)c1cc(=O)n(CCc2ccccc2F)c(=Nc2ccc(F)c(Cl)c2)s1	-9	-13	-4	0	-3
52	O=c1n(-c2ccc(Br)cc2)cnn1-c1ncccc1[N+](=O)[O-]	-2	-11	-9	-6	4
53	CCNC(=S)N(Cc1cc2c(C)ccc(C)c2[nH]c1=O)C1CCCC1	-13	-34	3	-2	25
54	CCCCS(=O)(=O)Nc1ccc(Cc2ccncc2)cc1	-3	7[20 µM]	2	4	-4
55	N#CC1=C2SCN(c3ccccc3)CN2C(=O)CC1c1cccs1 (stereo not drawn)	6	-14	-19	1	4
56	CCOc1ccc(NC(=O)CSc2nc(N)c(-c3ccccc3)c(=O)[nH]2)cc1	x	-19	-4	-2	3
57	O=C(c1cc2nc(-c3ccc(F)cc3)cc(C(F)(F)F)n2n1)N1CCCCC1c1cccnc1 (stereo not drawn)	-2	-28	-6	2	2

item	m-calpain inh	PERK inhibitor	FXIIa inh 1536	KCC2 mod
46	-30	0.2	-8	-0.11
47	6	-1.5	20	-2
48	-5	-0.7	5	-0.044
49	-3	0.9	7	2.2
50	0	-1.1	14	-2
51	-2	0.8	8	0.63
52	8	-0.4	7	-0.64
53	-30	1.3	2	-1.8
54	-18	0.1	11	0.14
55	24	0.3	7	0.19
56	-15	0.9	0	-0.3
57	-55	-0.4	0	-0.63

# Entries shown so far that contain a nitro group on carbon:
item	smiles	Thrombin inh	Furin inhibitor	KLK5 inh	FXIa inh	Rad51 HR inh
3	Cc1ccc(OCC(=O)O/N=C(\N)Cc2ccc([N+](=O)[O-])cc2)cc1C	1	-22	4	5	x
12	O=[N+]([O-])c1cc(CN2CCN(c3ccccc3)CC2)c(O)c2ncccc12	6	14	6	1	4
22	O=C(CNC(=O)c1ccc(Br)cc1)OCc1cc([N+](=O)[O-])cc2c1OCOC2	2	-22	-3	-2	-8
36	COc1cc(/C=N/NC(=O)Cc2cccs2)c([N+](=O)[O-])cc1OC	0	-2	-14	9	-8
52	O=c1n(-c2ccc(Br)cc2)cnn1-c1ncccc1[N+](=O)[O-]	-2	-11	-9	-6	4

item	m-calpain inh	PERK inhibitor	FXIIa inh 1536	KCC2 mod
3	27	0.4	14	-0.52
12	-2	-1.5	7	0.62
22	17	1.5	4	-0.064
36	-6	0.4	16	-1.4
52	8	-0.4	7	-0.64

# Not all compounds are listed (hit frequency here may not be typical).
